# Screening results as filed in PubChem BioAssay.
# PG9 binder – PG9 antibody binding by small molecule. TR-FRET gp120-PG9 antibody binding. inhibition, % at 6.7 µM. actives 0.43% (n = 360,000). AID 624416; in the data active means inhibition above about 8.5%
# SIAE primary – blocks human sialic acid acetylesterase; SIAE FP-Rh probe binding, fluorescence polarization; AID 1053197; inhibition, % at 9.66 µM; actives 0.69% (n = 370,000);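 active means inhibition above a cutoff: mean of compounds within the control limits plus 3 SD of those, cut at about 17% in these data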;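 further: 0% = plate median of compound wells and 100% = probe without SIAE protein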
# LEDGF integ inh – blocks HIV-1 LEDGF/p75-dependent DNA integration; TR-FRET IN-LEDGF/p75 DNA integration, Eu/Cy5; inhibition, % at 3.7 µM; actives 0.64% (n = 370,000);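 active means inhibition above the screen-wide mean plus 3 SD, cut at about 13% in these data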;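 further: signal is the Cy5 over europium emission ratio at 671 and 618 nm; 0% = plate median of compound wells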
# UHRF1 binding – UHRF1 methyl-DNA binding inhibition | Q96T88 | UHRF1 binding to methylated oligo, TR-FRET | inhibition, % at 4.4 µM | actives 0.75% (n = 370,000) | AID 687016; in the data active means inhibition above about 21%;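 further: UHRF1 SRA domain binding a hemimethylated CpG hairpin DNA probe; 0% = median of test compound wells and 100% = reference inhibitor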
# TDP2 inh – TDP2 (human) inhibition, absorbance primary screen | actives 0.34% (n = 370,000) | recombinant TDP2, T5PNP hydrolysis, p-nitrophenol absorbance 415 nm | inhibition, % at 12.8 µM | O95551;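 active means inhibition above the mean of all tested compounds plus 3 SD, set per campaign, cut at about 25% in these data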;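 further: 0% = DMSO with enzyme and 100% = buffer with substrate but no TDP2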
# Target sequence (O95551 whole entry, looked up): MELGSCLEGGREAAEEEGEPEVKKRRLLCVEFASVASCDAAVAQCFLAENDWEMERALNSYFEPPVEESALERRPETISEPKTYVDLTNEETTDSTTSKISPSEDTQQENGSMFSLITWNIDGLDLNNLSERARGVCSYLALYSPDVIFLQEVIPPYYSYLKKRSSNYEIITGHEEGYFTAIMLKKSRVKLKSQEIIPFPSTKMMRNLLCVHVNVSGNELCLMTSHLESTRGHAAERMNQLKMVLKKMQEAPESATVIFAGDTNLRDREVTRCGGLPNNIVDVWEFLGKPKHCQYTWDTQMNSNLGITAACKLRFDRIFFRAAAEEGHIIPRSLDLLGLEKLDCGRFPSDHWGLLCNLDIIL
#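 System: recombinant human TDP2 / Amount: 120 nM TDP2 per well / Also added: 5 mM T5PNP chromogenic substrate / Doses: 12.8 µM single point, 1% DMSO / Incubation: 2 h at 37 °C / Detection: p-Nitrophenol epi absorbance / Evaluation: % inhibition relative to enzyme-containing and enzyme-free wells / Repeats: singlicate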
# HTRA1 inh – blocks human HTRA1 serine peptidase | recombinant HTRA1, FP-rhodamine activity-based probe, fluorescence polarization | inhibition, % at 5.96 µM | actives 0.5% (n = 340,000) | AID 504803; in the data active means inhibition above about 36%;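 further: 0% = enzyme with DMSO and 100% = wells lacking enzyme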
# Target sequence (Q92743 whole entry, looked up): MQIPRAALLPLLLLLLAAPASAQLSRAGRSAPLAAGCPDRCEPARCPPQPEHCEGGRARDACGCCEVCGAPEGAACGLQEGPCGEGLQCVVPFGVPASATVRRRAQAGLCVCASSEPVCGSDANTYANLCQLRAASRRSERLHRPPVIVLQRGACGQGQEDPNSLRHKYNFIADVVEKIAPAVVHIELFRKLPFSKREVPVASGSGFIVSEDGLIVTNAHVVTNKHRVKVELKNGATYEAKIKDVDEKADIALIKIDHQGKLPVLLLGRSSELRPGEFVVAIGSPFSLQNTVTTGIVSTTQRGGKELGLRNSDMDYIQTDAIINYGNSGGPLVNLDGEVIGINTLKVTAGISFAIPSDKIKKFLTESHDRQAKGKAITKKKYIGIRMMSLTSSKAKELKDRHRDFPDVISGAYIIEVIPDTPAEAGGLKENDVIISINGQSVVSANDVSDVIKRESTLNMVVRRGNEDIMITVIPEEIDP
# PRMT1 inh – blocks human protein arginine methyltransferase 1; Q99873; recombinant PRMT1, activity-based probe fluorescence polarization; inhibition, % at 2.79 µM; actives 1.3% (n = 370,000); AID 652257;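 active means inhibition above about 21% made by adding two undisclosed values, limit read from the data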
# ABHD4 inh – ABHD4 (mouse) inhibition, primary FP screen; purified mABHD4, FP-Rh probe fluorescence polarization; Q8VD66; actives 0.54% (n = 370,000); inhibition, % at 8.92 µM;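 active means inhibition exceeding the mean over every tested compound plus 3 SD, cut at about 30% in these data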;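 further: 0% = plate median of compound wells and 100% = S159A mutant with DMSO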
#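 Assay system: wild-type mouse ABHD4 protein; compound: single nominal dose of 8.92 µM, 0.89% DMSO final; schedule: 45 min + 60 min at 25 °C; measured by: FP readout, ex 525 nm / em 598 nm; evaluation: % inhibition of FP-Rh probe binding versus controls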
# Tn7 DDE FP – inhibitors of Tn7 peptide binding to human fibrin DD(E); inhibition, % at 8.3 µM; FP displacement of FITC-Tn7 peptide from fibrin DD(E); 0% = median of compound wells per plate; P02675; actives 0.13% (n = 370,000);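 active means inhibition above the mean of compounds falling within the control limits plus 3 SD of them, cut at about 14% in these data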;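 further: 0% = plate median of compound wells and 100% = 10 µM Aha-Tn7 peptide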
#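 Assay system: human fibrin DD(E) protein / Input: 2 µM fibrin DD(E) / Benchmarks: high control of 10 µM Aha-Tn7 peptide / Measured by: fluorescence polarization of the labelled Tn7 tracer / Medium: Tris buffer with calcium and detergent, pH 7.8 / Timing: 10 min compound pre-incubation, 3 h probe incubation at room temperature / Repeats: one replicate per compound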
# TCR-CD3 inh – inhibitors of human TCR-CD3 interaction. inhibition, % at 9.4 µM. AID 651800. actives 0.37% (n = 360,000). TAMRA-labeled TCR probe fluorescence, biochemical; in the data active means inhibition above about 19%;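 further: recombinant mutant TCR 2C K166C tagged with TAMRA read by polarization; 0% = receptor in buffer alone and 100% = receptor with positive control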
# Active calls of the source: *; nt = not tested or not shown.
PG9 binder,SIAE primary,LEDGF integ inh,UHRF1 binding,TDP2 inh,HTRA1 inh,PRMT1 inh,ABHD4 inh,Tn7 DDE FP,TCR-CD3 inh,molecule
1.1,6,1,4,-6,-3,3,-9,1,-1,CCC(C)(C)NC(=O)c1ccc(S(=O)(=O)N(C)c2ccccc2OC)cc1
1.6,-6,4,-4,5,-6,-6,1,1,7,COc1cccc(COC(=O)C2CCN(C(=O)c3ccc(F)cc3)CC2)c1OC
1.9,-2,-2,4,-4,1,3,1,-4,-2,CCn1c(C)cc(C(=O)CSc2nnc(C3CC3)n2C2CC2)c1C
-0.9,-3,-2,-1,-3,-11,-1,-2,-5,5,CC1C(=O)CC(c2ccc([N+](=O)[O-])cc2)NC1c1ccc([N+](=O)[O-])cc1 (configuration not stated)
-3.1,1,-5,4,-7,1,1,-1,6,2,O=C(NCCc1ccc(Cl)cc1)C12CC3CC(CC(O)(C3)C1)C2
1.0,-1,-8,1,-2,0,-1,-4,11,-4,O=C(NCC(c1cccs1)N1CCOCC1)c1cc([N+](=O)[O-])ccc1Cl (configuration not stated)
0.1,10,-3,-1,5,nt,-1,-2,3,2,COCCNC(=O)C1(C)Cc2c(-c3ccc(N(C)C)cc3)ccnc2O1 (configuration not stated)
-2.2,0,0,0,-6,9,2,-1,4,-1,CC(C)(C)NNC(=S)Nc1ccc(S(=O)(=O)N2CCOCC2)cc1
-1.2,-4,2,2,3,4,2,-9,-5,2,CC1=CS(=O)(=O)CC1Sc1ncn[nH]1 (configuration not stated)
-0.8,11,26*,13,-1,13,19,13,-6,11,O=C(N/N=C/C=C/c1ccco1)C(O)c1ccccc1 (configuration not stated)
-0.8,-81,3,-3,-1,-98,-1,-121,0,7,CCN(CC)CCOC(=O)c1ccc(NC(=O)c2cn(-c3ccccc3)nc2-c2cccs2)cc1
-1.4,-4,7,1,-12,0,-11,-7,-8,1,Cc1ccc(OC(C)C(=O)N(Cc2cccs2)C2CCS(=O)(=O)C2)cc1C (configuration not stated)
0.5,0,9,0,-3,13,2,0,-4,1,CC(O)c1ccc(OCCN(C)c2ccccn2)cc1 (configuration not stated)
-0.1,4,0,1,-9,3,2,3,2,-9,CCn1c(-c2ccccc2Cl)nn(CC(=O)Nc2ccc(OC)cc2)c1=S
1.6,3,0,-1,2,0,-3,8,-5,8,O=C(CSc1ccccc1)Nc1ccc(N2CCN(c3ccccc3)CC2)c(F)c1

# Sorted by number of heavy atoms (low to high): 3 of the compounds above
PG9 binder,SIAE primary,LEDGF integ inh,UHRF1 binding,TDP2 inh,HTRA1 inh,PRMT1 inh,ABHD4 inh,Tn7 DDE FP,TCR-CD3 inh,molecule
-1.2,-4,2,2,3,4,2,-9,-5,2,CC1=CS(=O)(=O)CC1Sc1ncn[nH]1 (configuration not stated)
0.5,0,9,0,-3,13,2,0,-4,1,CC(O)c1ccc(OCCN(C)c2ccccn2)cc1 (configuration not stated)
1.6,3,0,-1,2,0,-3,8,-5,8,O=C(CSc1ccccc1)Nc1ccc(N2CCN(c3ccccc3)CC2)c(F)c1

# Other compounds.
PG9 binder,SIAE primary,LEDGF integ inh,UHRF1 binding,TDP2 inh,HTRA1 inh,PRMT1 inh,ABHD4 inh,Tn7 DDE FP,TCR-CD3 inh,molecule
-1.2,-2,2,-2,4,2,-1,2,-4,4,COC(=O)c1ccc(NC(=O)CCN2CCN(CCC(=O)Nc3ccc(C(=O)OC)cc3)CC2)cc1
-0.5,2,0,1,-14,-9,-4,6,-2,6,COc1ccc(CCNC(=O)C2CCCN2C(=O)Nc2ccccc2)cc1OC (configuration not stated)
nt,-1,-4,0,-6,nt,-2,-6,4,nt,O=C(c1cccnc1Cl)N1CCC(Oc2cccnc2)CC1
-0.4,-4,0,-3,3,-10,-3,3,-2,9,CCN(CC)S(=O)(=O)c1cc(C(=O)Nc2ccccc2C(=O)O)ccc1OC
2.2,2,3,-2,3,5,8,35*,1,17,CC(=O)N=c1sc2nc3ccccc3nc2n1N(C(C)=O)C(C)=O
-0.1,5,0,0,0,-3,-1,-2,-3,1,C=CCN(C(=O)CCC(=O)Nc1cc(C)on1)C(C(=O)NC1CCCC1)c1ccc(Cl)cc1 (configuration not stated)
-2.3,-2,-4,0,-4,-2,-7,1,4,4,CN(Cc1cccs1)C(=O)CSc1nnnn1C
1.1,2,3,1,3,-17,2,-6,5,-3,O=C(CCc1ccc(S(=O)(=O)NC2CCCCC2)cc1)Nc1ccccc1
-0.9,1,-2,-5,13,7,-4,-2,7,-3,CC(C)N1CCC(NC(=O)NC2CCCCC2)CC1
-0.6,7,3,-1,0,0,0,2,-5,5,O=C(O)c1cc2cc(Cl)ccc2oc1=O
-1.9,3,3,3,-2,0,-3,-2,-8,5,CCn1c(-c2ccccc2SC)n[nH]c1=S
7.8,-16,0,1,14,-12,0,6,3,-7,COc1ccccc1NC(=O)CSc1ccc(-c2ccc(-n3ccnc3)cc2)nn1
-0.2,-5,-7,3,-1,-3,1,0,4,7,C=CCNc1nc(C)c(CNc2c(C)cc(C)cc2C)nc1C#N
3.6,-23,0,-1,7,5,1,4,9,-3,CC(=O)NCCNc1nc2c(-c3cccc(C)c3)nnn2c2ccccc12
-0.3,-6,3,0,-6,nt,-3,-2,-1,1,O=C(C1=NOC2(C1)C(=O)Nc1ccccc12)N1CCOCC1 (configuration not stated)

# Given with values under each structure: six of the compounds above
# Value order – PG9 binder, SIAE primary, LEDGF integ inh, UHRF1 binding, TDP2 inh, HTRA1 inh, PRMT1 inh, ABHD4 inh, Tn7 DDE FP, TCR-CD3 inh
O=C(CCc1ccc(S(=O)(=O)NC2CCCCC2)cc1)Nc1ccccc1
  1.1, 2, 3, 1, 3, -17, 2, -6, 5, -3
CC(C)N1CCC(NC(=O)NC2CCCCC2)CC1
  -0.9, 1, -2, -5, 13, 7, -4, -2, 7, -3
O=C(O)c1cc2cc(Cl)ccc2oc1=O
  -0.6, 7, 3, -1, 0, 0, 0, 2, -5, 5
CCn1c(-c2ccccc2SC)n[nH]c1=S
  -1.9, 3, 3, 3, -2, 0, -3, -2, -8, 5
COc1ccccc1NC(=O)CSc1ccc(-c2ccc(-n3ccnc3)cc2)nn1
  7.8, -16, 0, 1, 14, -12, 0, 6, 3, -7
C=CCNc1nc(C)c(CNc2c(C)cc(C)cc2C)nc1C#N
  -0.2, -5, -7, 3, -1, -3, 1, 0, 4, 7

# Later entries
PG9 binder,SIAE primary,LEDGF integ inh,UHRF1 binding,TDP2 inh,HTRA1 inh,PRMT1 inh,ABHD4 inh,Tn7 DDE FP,TCR-CD3 inh,molecule
0.8,-12,-5,-3,7,nt,-1,-3,-4,2,COc1ccccc1Nc1nc(NCc2ccco2)nc(N)c1[N+](=O)[O-]
1.3,0,1,0,-5,-5,5,0,-5,7,CCS(=O)(=O)N1Cc2ccccc2CC1C(=O)Nc1ccc(F)c(F)c1F (configuration not stated)
0.5,13,-1,1,7,5,-3,-1,-1,-2,CCNC(=S)NNC(=O)c1cc(C)nc2ccccc12
1.4,0,-2,2,-10,2,3,2,2,-4,CCOc1ccc(CCNC(=O)c2cc(S(=O)(=O)N3CCOCC3)ccc2C)cc1OCC
-2.2,2,3,-2,-3,-8,-3,-3,-4,4,Clc1ccccc1/C=N/N1CCN(Cc2ccccc2)CC1
-1.0,-14,3,-2,0,nt,-2,-30,-1,3,CC(=O)NC(c1ccc(F)c(F)c1)c1nc(-c2cccc(C(C)C)c2)cs1 (configuration not stated)
-1.5,12,4,0,-2,6,-2,4,6,7,Cc1nn(Cc2ccccc2)c(C)c1NC(=O)CCCn1nc([N+](=O)[O-])c(Cl)c1C
nt,1,2,-2,8,nt,23*,1,3,nt,CCOc1ccc(C=Nn2c(-c3ccc(F)cc3)n[nH]c2=S)cc1
-2.0,3,3,-3,11,3,2,9,-11,7,Nc1ccccc1SCC(=O)Nc1ccc2c(c1)OCCO2
-1.2,-3,0,-1,5,0,-1,-3,-5,5,O=C1NC2(CCCCCC2)C(=O)N1CCS(=O)(=O)Oc1ccccc1
-0.4,5,-1,-3,-11,-3,-1,-4,-2,11,Cn1c(=O)n(CC(=O)O)c(=O)c2c1nc1n2CCCN1Cc1ccccc1
-0.3,4,3,-1,3,0,4,12,1,9,Cc1sc2ncnc(SCC#N)c2c1C
0.0,-6,3,-2,13,-4,5,0,-12,3,CCOC(=O)N1CCN(C(=O)CSCc2nc(-c3ccccc3F)oc2C)CC1
